EBV LMP1 NFkB: inhibitors of Epstein-Barr LMP1-induced NF-kappaB reporter. inhibition, % at 12.5 µM. LMP1-induced NF-kappaB luciferase reporter cells, luminescence. 350,000 tested, 0.69% active; in the data active means inhibition above about 41%;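 further: 0% = neutral control wells and 100% = reference inhibitor control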
TRPM1 prom inh: MITF TRPM1 promoter inhibition in SK-MEL-5 cells | SK-MEL-5 TRPM1 promoter luciferase, 24 h | inhibition, % at 12.5 µM | 330,000 tested, 0.83% active | AID 488899;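 active means mean inhibition across replicates of 60% or more, whatever share of single replicates reaches that level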; further: values of inactives mirror those of a sister screen read the other way
NR2E3 ag-1: human photoreceptor-specific nuclear receptor agonism; CHO-S Gal4-NCOR/VP16-NR2E3 two-hybrid, luciferase; inhibition of corepressor binding, % at 3.98 µM; 360,000 tested, 0.35% active; AID 602229;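 active means inhibition above the mean of all tested compounds plus 3 SD, cut at about 70% in these data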;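 further: 0% = DMSO with NR2E3 transfected cells and 100% = cells lacking NR2E3 construct; higher means lower luciferase signal from less NR2E3 corepressor binding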
Target sequence (Q9Y5X4 whole entry, looked up, the tested form may be a part): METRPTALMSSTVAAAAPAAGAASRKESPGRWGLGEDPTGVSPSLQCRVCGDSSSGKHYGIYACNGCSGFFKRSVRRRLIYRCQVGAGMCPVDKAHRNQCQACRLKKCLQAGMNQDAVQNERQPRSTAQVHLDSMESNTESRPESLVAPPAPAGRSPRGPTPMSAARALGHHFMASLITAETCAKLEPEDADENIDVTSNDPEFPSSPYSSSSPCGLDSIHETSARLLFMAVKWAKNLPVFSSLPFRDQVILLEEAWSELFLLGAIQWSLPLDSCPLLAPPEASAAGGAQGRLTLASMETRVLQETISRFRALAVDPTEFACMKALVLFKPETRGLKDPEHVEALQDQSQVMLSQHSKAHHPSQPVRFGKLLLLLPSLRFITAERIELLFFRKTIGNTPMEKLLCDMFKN
Peg3 promoter: Peg3 promoter activity inhibition | inhibition, % at 20 µM | HeLa PEG-Prom luciferase reporter, luminescence, overnight | 360,000 tested, 1.7% active;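 active means inhibition of at least 50% at 20 µM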
Shn3 3UTR inh: Schnurri-3 reporter inhibition in Clone20 osteoblasts; Clone20 osteoblast Shn3 3'UTR firefly luciferase, 24 h; inhibition, % at 12.5 µM; 360,000 tested, 0.52% active;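 active means mean inhibition of at least 75% with every replicate also reaching 75%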;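 further: 0% = median of neutral control wells and 100% = pilot-screen positive control compound; some compounds past the cut are filed as inactive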
KKLEB tox: counter-screen for CF NF-kB inhibitors: cytotoxicity | KKLEB CF airway cells viability, ATPlite luminescence, overnight; hits give low values; cells stimulated with P. aeruginosa culture filtrate | AID 602141 | activity change (cytotoxicity), % at 5 µM | 360,000 tested, 0.36% active;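 active means corrected activity change at or below -50% at 5 µM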
iPSC survival up: enhancers of human iPSC single-cell survival; 360,000 tested, 0.044% active; survival enhancement, % at 20 µM; hiPSC single-cell survival, ATPlite luminescence; 100% = ROCK inhibitor wells, 0% = DMSO; in the data active means survival enhancement above about 18%;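 further: cells exposed to compounds for 16 hours before the ATP read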
CF NFkB block: cystic fibrosis NF-kB activation inhibition; KKLEB NF-kB-GFP reporter, PAF-induced, GFP fluorescence overnight; inhibition, % at 5 µM; 360,000 tested, 0.86% active; AID 588850;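 active means at least 50% inhibition at 5 µM, scaled per plate between neutral and stimulator controls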;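 further: PAF is a Pseudomonas aeruginosa culture filtrate used as stimulus; plate controls were PAF-stimulated DMSO wells for no effect and unstimulated DMSO wells for full effect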
NR2E3 ag-2: activates human photoreceptor nuclear receptor NR2E3. AID 2300. 320,000 tested, 0.12% active. Q9Y5X4. GST-NR2E3/biotin-RetCOR TR-FRET, 1536-well. inhibition of corepressor binding, % at 4.78 µM;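 active means percent inhibition above the cutoff of mean plus 3 SD of all tested compounds, set per screening campaign, cut at about 20% in these data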;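 further: 0% = DMSO wells and 100% = biotin wells as full block of FRET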
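Test system – NR2E3–RetCOR corepressor complex · Quantity – NR2E3 fusion 1.35 nM · Buffer or medium – Tris pH 7.5 · Incubation – Compound–protein incubation for 5 h at 4 °C · Technique – TR-FRET, Eu(K)-anti-GST donor, streptavidin-D2 acceptor, ex 340, em 617/671 nm · Evaluation – percent inhibition of 671/617 nm emission ratio versus biotin and DMSO controls · Plate – 1536-well format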
HIF-2a block: inhibitors of HIF-2a. 786-0 RCC cells HIF-2a reporter, luciferase luminescence, overnight. inhibition, % at 18.8 µM. 360,000 tested, 0.72% active. AID 624352;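 active means inhibition of the luminescence signal of 40% or more relative to plate controls, in a single-dose primary screen at 18.75 µM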
TRAIL sens C8: caspase-8 TRAIL sensitization; NB7+C8 cells + TRAIL, ATPlite viability luminescence; inhibition (viability loss, TRAIL sensitization), % at 10 µM; 360,000 tested, 1% active; AID 624354;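 active means compounds causing at least 50% loss of cell viability in the single-dose screen, relative to plate controls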
Starred values were filed as active, the others as inactive; · = not tested or not shown; & = joins results of further samples; ! = repeats disagree. Not all compounds are listed (hit frequency here may not be typical).

Start of the data: the first 2 records, ahead of the listing:
SMILES	EBV LMP1 NFkB	TRPM1 prom inh	NR2E3 ag-1	Peg3 promoter	Shn3 3UTR inh	KKLEB tox	iPSC survival up	CF NFkB block	NR2E3 ag-2	HIF-2a block	TRAIL sens C8
Cc1cccc(C2=NN(c3ccccc3)[C@H](CO)[C@H]2c2ccc(F)cc2)c1	-2	1	-12	19	-2	7	0.0	1	·	-16	4
COC(=O)[C@H](CCSC)NC(=O)Cn1ccc(NC(=O)OCc2ccccc2)nc1=O	-9	-1	-8	0	10	-4	-2.7	-4	1	15	7

The whole of this part (from the top)
SMILES	EBV LMP1 NFkB	TRPM1 prom inh	NR2E3 ag-1	Peg3 promoter	Shn3 3UTR inh	KKLEB tox	iPSC survival up	CF NFkB block	NR2E3 ag-2	HIF-2a block	TRAIL sens C8
Cc1cccc(C2=NN(c3ccccc3)[C@H](CO)[C@H]2c2ccc(F)cc2)c1	-2	1	-12	19	-2	7	0.0	1	·	-16	4
COC(=O)[C@H](CCSC)NC(=O)Cn1ccc(NC(=O)OCc2ccccc2)nc1=O	-9	-1	-8	0	10	-4	-2.7	-4	1	15	7
CSCCC(NC(=O)c1ccccc1Cl)C(=O)Nc1ccncc1 (stereo not given)	0	-6	-1	8	11	-4	0.0	4	·	2	6
Cc1sc2nc(SCC(N)=O)n(C)c(=O)c2c1C	-4	-3	-56	-150	-1	6	-0.3	-6	1	-124	12
CC(CCc1ccc(O)cc1)NCc1ccc(Br)cc1 (stereo not given)	10	-9	18	8	-6	-8	-0.2	11	7	26	-1
NCCCS(=O)(=O)O	54*!	-2&15	10&-5	-6&3	-19&-39	-2&-2	4.4&-0.7	7&-5	1&3	9&0	6&2
O=C1Nc2ccccc2C1=Nc1cccc(Cl)c1	-6	-10	-10	12	-11	2	-0.7	1	3	-1	2
CCCCN(C)CCN1C(=O)C2C(C(=O)Nc3cccc(OC)c3)C3C=CC2(O3)C1C(=O)NC1CCCCC1C (stereo not given)	-4	-4	0	-21	11	-2	-0.2	0	1	10	5
Cc1ccc(SCCNC(=S)Nc2ccccc2)cc1	-7	-8	-19	-2	7	-1	-0.6	4	3	12	-8
CCOCC(=O)Nc1ccc(S(=O)(=O)N2CCOCC2)cc1	2	-3	1	-4	-5	8	-2.7	1	-1	7	-2
CCSC1(SCC)N=C(N)C2(C#N)C(c3ccccc3)NC(C)=CC12C#N (stereo not given)	10	3	-14	19	-6	4	-1.4	9	5	8	4
CCn1nc(C(=O)NNC(=O)c2cc(Cl)ccc2OC)c2ccccc2c1=O	9	23	8	13	13	-26	-0.9	15	0	12	5
COc1ccc(C(=O)Nc2cccc(C(=O)NCc3ccccc3)c2)cc1	-17	-14	-22	-16	14	-22	-0.2	-2	0	-69	-1
COC(=O)Cn1cc(C(=O)C(C)(C)C)c2ccccc21	6	6	-22	14	-30	1	-0.3	2	-3	16	-6
O=C(O)c1ccc(S(=O)(=O)c2ccc3c(c2)C(=O)N(c2ccccc2[N+](=O)[O-])C3=O)cc1	-2	6	7	3	-9	2	-0.5	-6	0	2	-12
O=C(c1ccc(=O)n(Cc2ccc(Cl)c(Cl)c2)c1)N1CCOCC1	-4	-8	9	-8	-10	4	-1.4	6	0	24	-9
Cc1cc(=O)n2[nH]c(-c3ccccc3)cc2n1	-5	6	-41	-89	-21	6	-0.7	-7	1	-118	-11
Cc1cc(NS(=O)(=O)Cc2ccccc2)no1	-1	-4	3	9	-7	0	1.0	10	2	16	3
CC1(C)Cc2ccccc2C(NNC(=O)c2ccccc2)=N1	-3	4	12	-6	15	-2	-0.9	-11	-5	12	-1
O=C(CSc1ncccc1C(=O)O)NCc1ccc(F)cc1	6	-9	2	-5	-10	2	0.6	-1	-2	2	-20
Cc1ccc(NC(=O)c2ccc3nc(N4CCOCC4)sc3c2)c(Cl)c1	-3	-26	-91	-108	-2	0	-0.4	5	-12	-99	6
O=C(O)c1cc(O)ccc1NC(=O)c1cccc2ccccc12	-1	-9	13	3	0	-2	-0.4	17	2	6	-29
COC(=O)c1sc(NC(=O)CSc2nc3nc(C)cc(C)n3n2)c(C(=O)OC)c1C	-5	-2	-18	17	22	8	0.1	-5	1	19	1
Cc1cccc(NC(=S)NNC(=O)c2ccccc2Br)c1	-14	-20	-74	-247	-55	-11	0.0	20	3	-248	12
C(=C\c1ccccc1)/CN1CCN(C(c2ccnc3ccccc23)c2nnnn2-c2ccc3c(c2)OCCO3)CC1 (stereo not given)	·	·	5	15	77	-19	-1.3	10	·	0	-5
Nc1cc2nc3ccccc3oc-2cc1=O	-13	88*	-12	-37	28	0	-1.3	53*	-11	-20	-4
CC(C)N(Cc1nccn1C)C(=O)c1cc(COc2ccc(-n3cncn3)cc2)on1	7	11	-22	11	23	10	0.0	2	2	3	11
CN(C)c1nc(N)c(C(=O)N=C(N)N)nc1Cl	1	6	-2	-7	45	8	4.4	-58	2	-11	-1
CCc1ccc(-c2cc(C)no2)cc1S(=O)(=O)NCc1ccccc1OC	-10	8	9	21	0	-7	0.2	0	2	1	8
CCOc1ccc(CCNS(=O)(=O)c2cccc3nsnc23)cc1OCC	5	4	11	5	10	5	0.5	13	-3	6	-18
Cc1cc(C)n2nc(C(=O)OCC(=O)N(CC(C)C)C3CCS(=O)(=O)C3)nc2n1 (stereo not given)	1	-1	-21	-16	1	-7	2.6	-13	·	15	12
O=C(CCC1=NS(=O)(=O)c2ccccc2N1)NC1CCCCCCC1	-15	-2	2	-1	-7	-4	4.8	-5	1	10	4
CCN1C(=O)c2ccc(C(=O)Nc3ncc(C)s3)cc2C1=O	-13	-39	-49	-86	-14	-1	-0.4	9	2	-185	-1
Cc1cccc(N2CCN(C(=O)[C@H](C)N3C(=O)C4CC=CCC4C3=O)CC2)c1C (stereo not given in full)	5	-1	8	6	5	-9	0.8	5	·	-7	-14
CCOC(=O)N1CCN(Cc2nc(-c3cccs3)no2)CC1	-19	-27	-33	-47	17	-5	-0.2	1	1	-104	-7
O=C(CNC(=O)c1ccccn1)N/N=C/c1ccccc1	5	-7	-13	-16	-4	6	-1.2	0	0	-19	1
COc1cc(NC(=O)C2=C(C)OCCS2)c(Cl)cc1C(=O)NCCN1CCN(C)CC1	1	-10	-27	-1	7	2	-0.4	-1	-1	-10	1
Cc1ccc2c(CSc3nnc4ccccn34)cc(=O)oc2c1C	-3	4	-30	-19	-22	-8	3.6	14	0	-64	-5
CSc1nc2ccccc2n1CC(=O)Nc1cc(C(F)(F)F)ccc1N1CCOCC1	-4	-10	-4	18	3	-16	0.7	6	2	30	-14
CC(C)(C)Nc1c(-c2ccc(O)cc2)nc2ccc(Cl)cn12	-2	-7	4	4	-5	-2	0.5	3	4	12	1
CCOC(=O)Cn1c(CCC(=O)O)ccc1-c1ccc(F)cc1	5	0	-12	-5	-32	3	0.9	-6	-4	4	-16
Cc1cc(C(=O)c2cnc(/N=C/N(C)C)s2)cc(C)c1O	-5	8	-23	-10	-10	1	0.0	-31	3	-24	0
CCC(C)(C)NC(=O)C(c1ccc(C)cc1)N(Cc1ccco1)C(=O)Cn1nnc2ccccc21 (stereo not given)	-3	-14	5	18	4	-4	4.6	5	0	12	-3
COc1ccccc1CNc1nc(NCC2CC2)nc2ccsc12	·	·	13	22	81	-6	-3.1	6	·	-20	30
CCOC(=O)c1cnc2c(c(C)nn2CC)c1NCCN1CCOCC1	6	-1	-11	19	0	-4	-0.1	0	-1	23	-45
C/C(=N\NC(=O)c1ccc(Br)cc1)c1cccnc1	-1	-22	-46	-142	-15	-8	-0.4	15	·	-93	27
C/C(=N\NC(=O)CC1N=C(Cc2ccccc2)NNC1=O)c1ccccc1 (stereo not given)	0	4	3	11	-13	-6	-3.0	-7	-4	0	15
COc1ccc(N2C(=O)CCC(C(=O)N3CCCCCC3)C2c2ccc(OC)c(OC)c2)cc1 (stereo not given)	5	12	-30	-10	3	6	-1.6	3	3	-2	-8
CCN1CCCC1CNS(=O)(=O)c1ccc(Cl)c(C(F)(F)F)c1 (stereo not given)	-4	3	7	13	-1	-1	-0.4	6	0	17	7
CCCn1c2ccccc2c2cnn(CC(=O)NCCCN3C(C)CCCC3C)c(=O)c21 (stereo not given)	2	-13	-3	3	11	-2	-0.1	1	-5	4	6

Only TRAIL sens C8 (two entries from above):
molecule | TRAIL sens C8
COc1ccccc1CNc1nc(NCC2CC2)nc2ccsc12 | 30
CCOC(=O)c1cnc2c(c(C)nn2CC)c1NCCN1CCOCC1 | -45

(continued)
SMILES	EBV LMP1 NFkB	TRPM1 prom inh	NR2E3 ag-1	Peg3 promoter	Shn3 3UTR inh	KKLEB tox	iPSC survival up	CF NFkB block	NR2E3 ag-2	HIF-2a block	TRAIL sens C8
O=C(Nc1ccc(N2CCOCC2)cc1)C1CCN(S(=O)(=O)Cc2ccccc2)CC1	-8	-1	-3	7	0	5	2.5	-15	-2	14	-3
Cc1cccc(C)c1NC(=O)COC(=O)COc1ccc2c(C)cc(=O)oc2c1	-23	3	-18	-5	11	9	-0.8	-3	-3	18	17
Cn1ccnc1C(O)c1ccc(OCc2ccccc2)cc1 (stereo not given)	-13	-40	-21	-120	-29	-1	-3.0	-4	-2	-143	-2
O=c1sc2ccccc2n1CCCOc1ccccc1	-37	-49	-110	-204	-49	4	4.5	-14	-2	-178	5
CCn1c(C)cc(C(=O)COC(=O)c2cccnc2SC)c1C	-25	-28	-118	-267	-8	-9	-1.3	20	·	-175	19
CSCc1nnc(NC(=O)c2ccc(S(=O)(=O)N3CCCCC3C)cc2)o1 (stereo not given)	11	6	-11	16	5	-2	0.5	-4	-2	18	-1
O=C(O)CCS(=O)(=O)c1cc(Br)cc2c1N(C(=O)C1CC1)CC2	10	7	-16	3	3	8	0.5	-5	4	15	-7
Cn1c2c(c3ccccc31)CC/C2=N\O	-11	-23	-21	-54	-34	-5	0.8	18	-2	-67	7
CCCCn1nnnc1SCC(=O)Nc1cccc(C)n1	-2	1	15	3	-1	3	2.0	2	1	4	-1
CCN(CC)CCCNC(=O)c1csc(Nc2cccc3ccccc23)n1	12	11	-24	-8	6	-3	-0.6	4	-3	13	0
Cc1cc(C)cc(NC(=O)c2c(C)nc3ccccn23)c1	-4	-11	-13	-28	1	5	-1.0	2	5	-38	-4
COc1ccc(Cl)cc1CN1C(=O)NC2(CCCCCC2)C1=O	4	-3	-9	3	8	-2	-0.7	-5	-3	3	1
CCNC(=S)N(Cc1cc2cc(C)ccc2[nH]c1=O)C1CCCC1	-12	-16	3	-1	-6	-11	2.3	2	2	7	-1
COC(=O)c1sc2nc(N)c(C#N)cc2c1N	-18	-44	-42	-117	-17	6	0.6	-14	3	-85	1
CCCc1cc(C(=O)Nc2cccc(C(C)=O)c2)no1	-13	-49	-31	-264	-58	-6	1.4	6	1	-271	8
O=C(CCC1CCCC1)Nc1ccc(Br)cn1	-27	-89	-24	-229	-65	-1	0.0	15	1	-223	30
CCOc1ccc(C(=O)NCC(=O)OCc2c(F)cccc2Cl)cc1	-5	-11	5	-10	-23	11	-0.4	5	2	-4	-9

From PubChem BioAssay
